EWS-Fli inh: EWS/Fli transcriptional activity inhibition; inhibition, % at 12.6 µM; AID 651661; hit rate 0.67% among 350,000; A673 NR0B1-luciferase reporter, viability-normalised;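 active means mean inhibition of at least 50% after viability correction, with every replicate also passing that limit; inconclusive means mean reaches 50% but only one of two replicates passes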;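 further: firefly luciferase signal divided by Alamar Blue viability fluorescence both relative to DMSO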
INS-1E GSIS act: GLuc luminescence reporter in INS-1E cells, primary screen for activators of glucose-dependent secretion of insulin. INS-1E GLuc reporter insulin secretion, 2-3 h. activation, % at 16.6 µM. hit rate 0.61% among 370,000;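 active means lowest replicate activation of at least 40%, so every replicate reaches that level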;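 further: 0% = median of neutral control wells and 100% = median of IBMX positive control wells; some compounds called inactive have numbers as strong as hits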
DENV2 CPE rescue: protects cells from dengue virus 2 cytopathic effect. DENV2-infected cells, cytopathic effect rescue, plate reader. hit rate 1.7% among 350,000. CPE inhibition, % at 9.99 µM; in the data active means CPE inhibition above about 20%, passing the limit was not always enough; inconclusive means no clear call, values can overlap the other calls; tested in BHK-21 cells;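 further: 0% = median of neutral control wells and 100% = median of positive control wells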
ARNT-TACC3 inh: disrupts binding between human ARNT and TACC3; Q9Y6A5; AlphaScreen His-ARNT PAS-B/GST-TACC3 binding, luminescence; TACC3 fragment carries E629A point mutation; inhibition, % at 9.99 µM; hit rate 0.66% among 390,000;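 active means mean inhibition of replicates at least 50% and at least half of replicates each reaching 50%; inconclusive means half or more replicates reach 50% but mean below 50%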;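 further: 0% = complete ARNT plus TACC3 wells and 100% = ARNT alone without TACC3; many hits fall short of the cut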
XiGFP reactiv: activators of X-chromosome reactivation in mouse fibroblasts | XiGFP mouse fibroblasts, % GFP-positive cells imaging, 3 d; cells co-treated with 5-aza-dC sensitizer; scaled so ellipticine positive control = 100% | activation, % at 7.58 µM | hit rate 0.055% among 360,000 | AID 743238;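 active means mean normalized replicate activation at least 10% and every replicate at or above 10%; inconclusive means only one of the two criteria met; inactive means mean below 10% and not all replicates reach 10%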;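 further: 0% = median of on-plate neutral control wells and 100% = ellipticine 6 µM median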
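System: 68-5-11 XiGFP fibroblast line | Buffer or medium: DMEM containing 5-aza-dC | Compound: Single point | Times: Compounds 3 days, fix/stain 15 min at room temperature | Benchmarks: Positive control ellipticine, 6 µM final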
ERp5 inh: inhibitors of human ERp5 | ERp5 insulin aggregation, absorbance 650 nm, 90 min | inhibition, % at 9.99 µM | hit rate 0.05% among 350,000;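 active means mean replicate inhibition above about 25%, with every replicate also reaching it, limit read from the data, passing the limit was not always enough; inconclusive means only one of those two criteria met; inactive means neither criterion met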
Target sequence (Q15084 whole entry, looked up): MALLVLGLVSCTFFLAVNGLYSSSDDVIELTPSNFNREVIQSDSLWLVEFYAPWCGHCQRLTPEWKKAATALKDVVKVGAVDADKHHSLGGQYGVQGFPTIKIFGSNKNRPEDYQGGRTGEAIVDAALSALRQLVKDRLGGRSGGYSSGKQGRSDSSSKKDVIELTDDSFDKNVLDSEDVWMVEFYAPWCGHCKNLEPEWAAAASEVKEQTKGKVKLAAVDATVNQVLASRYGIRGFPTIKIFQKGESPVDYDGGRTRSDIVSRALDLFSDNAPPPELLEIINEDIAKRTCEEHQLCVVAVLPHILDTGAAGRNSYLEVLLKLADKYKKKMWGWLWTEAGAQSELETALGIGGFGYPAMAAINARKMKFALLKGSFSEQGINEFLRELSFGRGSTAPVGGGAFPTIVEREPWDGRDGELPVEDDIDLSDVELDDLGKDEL
PAX8 inh HTS: PAX8 transcriptional activity inhibition. RMG-I TPO-luciferase reporter, SteadyGlo, 24 h. inhibition, % at 12.6 µM. hit rate 1.2% among 360,000. AID 652154;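 active means mean replicate inhibition at least 60% with every replicate also reaching 60%; inconclusive means only one of the two criteria is met; inactive means mean below 60% and not all replicates reaching 60%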;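 further: luciferase light reporting Pax8 driven TPO promoter activity; plate controls were median of neutral control wells for no effect and mitoxantrone controls for full effect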
CFTR F508del cor: CFTR F508del correction in bronchial cells; activity (quench increase), % at 7.58 µM; AID 720511; hit rate 0.36% among 350,000; CFBE cells, YFP halide quenching; stimulated with forskolin plus potentiator P3; % fluorescence drop versus neutral controls;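 active means mean added fluorescence quench of at least 8% versus neutral control, with both replicates also reaching 8%; inconclusive means only one of the mean or replicate conditions met; inactive means mean below 8% and not both replicates reaching 8%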;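 further: cells transiently co-express mutant CFTR-F508del with the halide-sensitive YFP; corrector assay measuring rescue of mutant channel to the surface after 24 h compound exposure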
* marks the source's active call; other numbers are inactive results; u = inconclusive; x = not tested or not shown.

Sample of the layout, two compounds:
Values in the order – EWS-Fli inh	INS-1E GSIS act	DENV2 CPE rescue	ARNT-TACC3 inh	XiGFP reactiv	ERp5 inh	PAX8 inh HTS	CFTR F508del cor
> COc1ccc(S(=O)(=O)N2CCCCN3[C@H](CO)[C@@H](c4ccc(C#CC(C)C)cc4)[C@@H]3C2)cc1
→ 7	-1	-21	5	0.2	-3	-23	0.1
> O=S(=O)(c1ccccc1Cl)N1CCC(O)(c2cccnc2)CC1
→ -13	2	-1	-19	0.0	16	2	-3.5

The list itself, previewed entries included:
Values in the order – EWS-Fli inh	INS-1E GSIS act	DENV2 CPE rescue	ARNT-TACC3 inh	XiGFP reactiv	ERp5 inh	PAX8 inh HTS	CFTR F508del cor
> COc1ccc(S(=O)(=O)N2CCCCN3[C@H](CO)[C@@H](c4ccc(C#CC(C)C)cc4)[C@@H]3C2)cc1
→ 7	-1	-21	5	0.2	-3	-23	0.1
> O=S(=O)(c1ccccc1Cl)N1CCC(O)(c2cccnc2)CC1
→ -13	2	-1	-19	0.0	16	2	-3.5
> COc1ccccc1NS(=O)(=O)c1cc(NC(=O)c2ccc3c(c2)OCCO3)ccc1C
→ x	-7	x	-1	0.0	x	6	x
> COc1ccc(NC(=O)Nc2ccc3c(c2)C(=O)N([C@@H](C)CO)C[C@@H](C)[C@H](CN(C)C(=O)NC(C)C)OCCCC[C@H](C)O3)cc1
→ 12	-1	3	-5	0.1	-7	31	-0.1
> COc1ccc(Br)cc1CN(C)C(=O)Cc1ccc(OC)c(S(=O)(=O)N2CCOCC2)c1
→ 2	x	-1	-3	0.0	6	-3	-0.9
> Cc1cc2nccnc2cc1C
→ -19	x	-2	-4	0.2	-9	-16	-1.3
> CN(C)c1ccc(-c2ccnc3c2CC(C)(C(=O)NCCC(F)(F)F)O3)cc1 (stereo not drawn)
→ 11	-3	-5	x	0.4	-2	8	1.1
> COc1ccc(CCN(C)C2CCCN(S(=O)(=O)N(C)C)C2)cc1OC (stereo not drawn)
→ -3	1	6	-2	0.0	22	-43	-1.0
> COC(=O)CSc1ccc2nnc(-c3ccc(OC)c(OC)c3)n2n1
→ 22	12	3	-1	-0.1	-5	8	0.7
> Cc1cc(N)n(-c2ccccn2)n1
→ -23	2	-3	3	-0.1	1	-10	-0.5
> Cc1noc(C)c1NC(=O)N(C)C[C@@H]1Oc2ccc(NC(=O)C3CC3)cc2CC(=O)N([C@@H](C)CO)C[C@@H]1C
→ 1	10	7	2	u	2	x	2.2
> COc1ccc(S(=O)(=O)c2snnc2C)cc1
→ -4	2	7	-27	0.1	5	1	-1.8
> CCOC(=O)c1c(NC(=O)C2C3C=CC(CC3)C2C(=O)O)sc(C)c1CC (stereo not drawn)
→ 1	x	1	-8	0.0	-2	-27	x
> C#CCn1cccc(C(=O)Nc2ccc(OC)cc2)c1=O
→ -39	-8	-1	0	0.1	1	-73	-4.5
> Cc1cc(C)n2nc(CC(=O)NNC(=O)COc3cccc(C)c3C)nc2n1
→ -15	-7	5	-2	0.0	-10	12	-1.2
> Cc1cc(C)c(S(=O)(=O)NCCc2ccncc2)c(C)c1
→ 10	-1	9	-9	0.1	1	10	-0.6
> CC(=O)C1(O)C(C)CC2C3CC=C4CC(O)CCC4(C)C3CCC21C (stereo not drawn)
→ -3	-18	-1	-1	0.1	-4	-9	-0.8
> COC(=O)N/N=C/c1ccc(-c2ccccc2Cl)o1
→ -28	20	3	-5	0.2	8	-68	0.2
> COc1ccc([N+](=O)[O-])cc1NC(=O)CSc1ccc2ccccc2c1
→ 24	5	13	x	0.0	2	27	0.9
> COc1cccc(/C(C)=N/NC(=O)Cc2c(C)[nH][nH]c2=O)c1
→ 1	-7	3	16	0.1	8	-33	-1.1
> COc1cccc(NC(=O)N2CCC(NC(=O)C(Cc3ccccc3F)NC(C)=O)CC2)c1 (stereo not drawn)
→ 2	-15	2	-6	0.0	2	-6	-3.8
> Cc1cccc(C)c1NC(=O)Cn1nc(-c2ccc(Cl)s2)ccc1=O
→ x	10	17	x	0.1	1	3	-2.1
> O=S(=O)(NCc1ccc(Cl)cc1)NCc1ccc(Cl)cc1
→ -6	10	-6	4	0.1	3	-1	-0.6
> CCCN(C)C[C@H]1Oc2cc(Br)ccc2S(=O)(=O)N([C@@H](C)CO)C[C@H]1C
→ 0	32	-4	-5	0.0	-7	x	0.0
> C[C@@H]1CCCCO[C@H](CN(C)S(=O)(=O)c2ccc(F)cc2)[C@H](C)CN([C@@H](C)CO)C(=O)c2cc(NC(=O)c3ccncc3)ccc2O1
→ -5	-13	2	3	0.1	-2	x	1.6
> CN(Cc1cnn(C)c1)C(=O)C1CCC(=O)N(Cc2cccc(C(F)(F)F)c2)C1 (stereo not drawn)
→ 7	1	-6	-1	0.1	3	0	-3.2
> CCC(C(=O)NC1CCCCCC1)n1nc(C)c2c(C)n(-c3ccccc3)nc2c1=O (stereo not drawn)
→ 4	-20	u	-1	0.1	-3	-18	1.0
> COc1cccc(C#Cc2ccc([C@@H]3[C@@H](C#N)N(C(=O)C4CCC4)[C@@H]3CO)cc2)c1
→ -11	10	-10	6	0.2	-1	9	1.9
> CCCC(=O)Nc1ccc2c(c1)OC[C@H](C)N(Cc1cncnc1)C[C@H](C)[C@H](OC)CN(C)C2=O
→ 1	2	-4	-4	-0.3	4	-17	-1.1
> COC(=O)[C@]12C[C@H](CC(=O)NCCc3ccccc3OC)C(=O)N(Cc3ccccc3)C1=C[C@H](C1CCCC1)O[C@@H]2C
→ -11	x	-8	x	0.5	-6	33	-1.2
> CCNC(=O)C[C@@H]1CC[C@H]2[C@H](COc3ccc(NC(=O)Nc4cccc(F)c4)cc3C(=O)N2C)O1
→ 0	12	u	8	0.2	4	-8	1.8
> C[C@@H]1CN([C@H](C)CO)C(=O)c2cccc(NC(=O)Nc3ccc(F)cc3)c2O[C@@H]1CN(C)CC1CCCCC1
→ 17	-8	-1	0	-1.2	2	-16	0.2
> C[C@H](CO)N1C[C@H](C)[C@H](CN(C)S(=O)(=O)c2ccc(F)cc2)Oc2ccc(NC(=O)CCN3CCOCC3)cc2CC1=O
→ 3	7	-4	0	0.2	0	-5	-1.7
> CC(=O)c1ccc(-c2c(C)cc3oc(=O)cc(-c4ccccc4)c3c2C)cc1
→ 8	24	4	2	-0.1	-4	-30	0.0
> O=C(COC(=O)c1cccnc1Cl)NCCc1ccccc1
→ -10	5	u	x	0.0	2	4	-1.2
> COc1ccc(CCC(=O)OCC(=O)c2ccc(C)cc2)cc1
→ x	1	x	-5	0.0	x	-27	x
> Cc1cc(C)cc(NC(=O)COC(=O)c2cccc(S(=O)(=O)N3CCCCC3)c2)c1
→ 10	-16	-2	1	0.2	-5	9	-1.7
> CCc1ccc(OCC(O)CNC(C)(C)C)cc1 (stereo not drawn)
→ x	-17	1	0	x	3	x	x
> Cc1ccc(S(=O)(=O)Nc2cccc3c2O[C@H](CN(C)C)[C@@H](C)CN([C@@H](C)CO)C3=O)cc1
→ 1	-2	3	-5	0.1	9	-2	0.8
> CCn1c(CC(=O)Nc2ccccc2F)nnc1SCC(=O)N1CCOCC1
→ -27	13	-2	-3	0.1	3	-23	0.9

Sorted by value in ERp5 inh (lowest first): 6 of the compounds above.
SMILES | ERp5 inh
COC(=O)[C@]12C[C@H](CC(=O)NCCc3ccccc3OC)C(=O)N(Cc3ccccc3)C1=C[C@H](C1CCCC1)O[C@@H]2C | -6
CCC(C(=O)NC1CCCCCC1)n1nc(C)c2c(C)n(-c3ccccc3)nc2c1=O (stereo not drawn) | -3
COc1cccc(C#Cc2ccc([C@@H]3[C@@H](C#N)N(C(=O)C4CCC4)[C@@H]3CO)cc2)c1 | -1
C[C@H](CO)N1C[C@H](C)[C@H](CN(C)S(=O)(=O)c2ccc(F)cc2)Oc2ccc(NC(=O)CCN3CCOCC3)cc2CC1=O | 0
C[C@@H]1CN([C@H](C)CO)C(=O)c2cccc(NC(=O)Nc3ccc(F)cc3)c2O[C@@H]1CN(C)CC1CCCCC1 | 2
CN(Cc1cnn(C)c1)C(=O)C1CCC(=O)N(Cc2cccc(C(F)(F)F)c2)C1 (stereo not drawn) | 3

Other results follow:
Values in the order – EWS-Fli inh	INS-1E GSIS act	DENV2 CPE rescue	ARNT-TACC3 inh	XiGFP reactiv	ERp5 inh	PAX8 inh HTS	CFTR F508del cor
> S=C(NCc1ccccc1)NCc1ccco1
→ x	1	8	2	0.0	2	-4	3.7
> Cc1cc(C)c2c(CN3CCN(Cc4ccccc4)CC3)cc(=O)oc2c1
→ 8	-14	-4	1	0.2	-1	-13	1.2
> COC(=O)C1=C(C)NC(=O)NC1c1ccc([N+](=O)[O-])o1 (stereo not drawn)
→ -9	x	4	-3	-0.1	4	-8	x
> CC(=O)c1c(C)[nH]c(C(=O)OCC(=O)Nc2cccc(S(=O)(=O)N3CCCC3)c2)c1C
→ x	-23	x	2	0.0	x	12	x
> COc1ccccc1/C=C/C=N/n1c(-c2cc(-c3ccccc3)n[nH]2)n[nH]c1=S
→ -3	6	-1	0	0.5	0	-14	0.5
> C[C@@H]1CN([C@@H](C)CO)C(=O)c2cc(NS(=O)(=O)c3ccc(F)cc3)ccc2O[C@@H]1CN(C)Cc1ccc(C(=O)Nc2ccccc2N)cc1
→ 54*	14	u	x	-1.0	4	10	0.3
> Cc1cccc(C(=O)OCC(=O)Nc2ccccc2C(=O)NC2CC2)c1
→ -3	4	-1	x	0.0	-8	-3	4.7
> COc1ccc(S(=O)(=O)N2CCCCCC2)cc1NC(=O)CC1OC(=O)c2ccccc21 (stereo not drawn)
→ 5	-9	-6	-22	0.8	-2	12	-0.2
> COc1ccccc1NC(=O)C(C)OC(=O)c1cc2ccccc2[nH]1 (stereo not drawn)
→ 10	-21	-6	-2	0.1	2	41	0.1
> C[C@H](CO)N1C[C@H](C)[C@H](CN(C)C(=O)Cc2ccccc2)Oc2cc(-c3cncnc3)ccc2S1(=O)=O
→ 4	-3	-4	-5	-0.1	4	-21	3.6
> COc1ccc(CCCNC(=O)C2(C)Cc3c(-c4ccc(NC(C)=O)cc4)ccnc3O2)cc1 (stereo not drawn)
→ -3	-6	-2	x	-0.1	1	17	0.5
> Cc1cc(C)n(Cc2cccc(C(=O)N/N=C/c3cccnc3)c2)n1
→ x	3	-1	-7	-0.1	3	2	0.9
> Cc1cccc(C)c1NC(=O)COC(=O)COc1ccc2c(C)cc(=O)oc2c1
→ 11	-5	2	1	0.2	5	-19	1.3
> C[C@H]1CCCCO[C@@H](CN(C)Cc2ccncc2)[C@@H](C)CN([C@@H](C)CO)C(=O)c2cc(NC(=O)c3ccccc3)ccc2O1
→ 1	-10	-1	-7	0.1	0	-2	-1.4
> CCOc1ccc(C(=O)NC2CC3CCCC(C2)N3Cc2ccccc2)cc1 (stereo not drawn)
→ 8	-15	1	-3	0.0	1	23	0.3
> Cc1ccc(SCc2nc(N)nc(Nc3ccccc3C)n2)c(C)c1
→ 2	-4	3	3	0.1	2	2	0.9
> COCc1c(C(=O)N2CCN(Cc3ccc4c(c3)OCO4)CC2)oc2ccccc12
→ 3	-18	-8	6	0.1	-11	3	1.5
> COc1cccc(-c2ccc3c(c2)N(Cc2ccccc2OC)C(=O)C(C)S3)c1 (stereo not drawn)
→ 8	19	-6	x	0.3	6	5	-1.3
> COc1ccc(-n2c3c(cc(C(=O)NCC(=O)c4ccccc4)c2=O)C(=O)CC(C)(C)C3)cc1
→ x	12	15	16	0.0	10	-18	-3.5
> COc1ccc(-c2nc3cnccn3c2Nc2ccc3c(c2)OCO3)cc1
→ 11	-15	0	10	0.0	-3	8	1.6
